# GalR3 antag: blocks the human galanin receptor 3. inhibition, % at 3 µM. O60755. hit rate 0.44% among 360,000. AID 651719. HEK293 GalR3-CNG cAMP membrane potential fluorescence; galR3 body fused to GalR1 C-terminus;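 active = inhibition above the screen-wide average plus 3 SD, cut at about 13% in these data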;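 also: forskolin and galanin both at EC90 stimulate the cells; cAMP rise reported by CNG channel membrane potential dye signal; 0% = forskolin plus galanin with DMSO and 100% = forskolin alone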
# Target sequence (O60755 1-299 limits assumed): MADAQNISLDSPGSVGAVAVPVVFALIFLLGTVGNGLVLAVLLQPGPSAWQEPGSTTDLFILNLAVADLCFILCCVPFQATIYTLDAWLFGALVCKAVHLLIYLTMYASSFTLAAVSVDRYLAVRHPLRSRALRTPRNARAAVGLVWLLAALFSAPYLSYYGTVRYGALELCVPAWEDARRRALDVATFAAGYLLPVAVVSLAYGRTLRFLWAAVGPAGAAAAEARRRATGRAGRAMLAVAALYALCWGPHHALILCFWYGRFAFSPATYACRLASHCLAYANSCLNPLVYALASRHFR
# IDE cell inh: inhibitors of human insulin-degrading enzyme in cells; AID 434962; HEK cells, FAbetaB cleavage, fluorescence polarization; inhibition, % at 5.59 µM; P14735; hit rate 0.41% among 320,000;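 active = percent inhibition above the average of all tested compounds plus 3 SD, set per screening campaign, cut at about 16% in these data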;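 also: IDE supplied by intact live HEK cells; FP after avidin binding of uncleaved biotin substrate so inhibition keeps polarization high; 0% = DMSO wells and 100% = 60 µM reference IDE inhibitor Ii1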
# UBC9 SUMO inh: inhibitors of human SUMOylation (UBC9); P63279; HTRF SUMOylation assay, SAE1/SAE2 + UBC9, in vitro; inhibition, % at 35 µM; hit rate 0.36% among 290,000; AID 2006; in the data active = inhibition above about 50%, passing the limit was not always enough; also: strong numbers were not always called active
# Target sequence (P63279 whole entry, looked up): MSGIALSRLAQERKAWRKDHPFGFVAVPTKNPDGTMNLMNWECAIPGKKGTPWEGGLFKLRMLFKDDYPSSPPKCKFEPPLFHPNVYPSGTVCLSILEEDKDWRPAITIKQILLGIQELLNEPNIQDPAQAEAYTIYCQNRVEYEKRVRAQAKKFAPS
# VIM-2 inh: inhibitors of Pseudomonas aeruginosa VIM-2 metallo-beta-lactamase. AID 1527. hit rate 0.89% among 290,000. inhibition, % at 5.6 µM. purified VIM-2, nitrocefin hydrolysis, epi-absorbance fluorescence;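 active = inhibition above the mean of all tested compounds plus 3 SD, cutoff set per screening run, cut at about 7.5% in these data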;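 also: red hydrolysis product quenches plate fluorescence so inhibitors raise well fluorescence; 0% = enzyme with DMSO and 100% = DMSO without enzyme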
# IDE cell activ: activators of human insulin-degrading enzyme in cells; P14735; HEK cells, FAbeta-B cleavage, fluorescence polarization; 0% vehicle, 100% cell-free pure enzyme wells; activation, % at 5.96 µM; hit rate 0.073% among 340,000; AID 493087;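 active = activation above the mean of all tested compounds plus 3 SD, set per screening campaign, cut at about 17% in these data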
# pCIP destab: compounds decreasing mouse p/CIP protein stability | F442A p/CIP-EGFP cells, EGFP fluorescence, 16 h | decrease of EGFP signal, % at 10 µM | hit rate 0.01% among 290,000;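 active = EGFP signal decrease of at least 30% at 10 µM or well 3 SD below plate mean, unless failing retest; inactive = the rest, including hits failing retest or dose response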; also: some compounds called inactive have numbers as strong as hits; many of its hits are not listed in these tables
# CRFBP-R2 block: CRF-BP/CRF-R2 complex antagonism; HEK293 CRF-R2/CRF-BP, CRF-induced calcium fluorescence; inhibition, % at 11.8 µM; hit rate 0.59% among 350,000; AID 588475;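 active = inhibition of the ligand-induced calcium signal above about 50% at the single tested concentration, limit read from the data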
# IMP-1 inh: blocks Pseudomonas aeruginosa IMP-1 metallo-beta-lactamase. AID 1556. hit rate 0.45% among 290,000. purified IMP-1, nitrocefin hydrolysis, epi-absorbance fluorescence. inhibition, % at 5.6 µM;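 active = inhibition above the mean plus 3 SD of all compounds in the same screening run, cut at about 4.5% in these data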;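 also: 0% = IMP-1 with DMSO and 100% = DMSO wells lacking enzyme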
#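 System: purified recombinant IMP-1 beta-lactamase. Medium: Zinc- and detergent-supplemented HEPES buffer, pH 7.1. Compound: one 5.6 µM dose […]. Schedule: 15 min preincubation plus 25 min reaction at 25 °C. Technique: Epi-absorbance fluorescence, 480 nm excitation, 530 nm emission.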
# NS3 helicase inh: blocks Hepatitis C virus NS3 helicase unwinding | NS3 helicase DNA unwinding, Cy5 molecular beacon fluorescence | inhibition, % at 10.9 µM | hit rate 0.56% among 290,000 | AID 1800;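 active = inhibition above the mean of all tested compounds plus 3 SD, set per campaign, cut at about 35% in these data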;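 also: 0% = DMSO wells and 100% = thioflavine S control wells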
#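 Assay system: hepatitis C virus NS3 helicase domain fragment enzyme. Also added: annealed dual-labelled DNA beacon duplex, ATP-started. Timing: 1 h reaction at 25 °C, ATP-initiated. Technique: Cy5 fluorescence at 0 and 60 min, beacon hairpin quenching. Evaluation: % inhibition of unwinding. Replication: one well per compound.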
# The depositor's hits bear a star; / = no result given.
SMILES,GalR3 antag,IDE cell inh,UBC9 SUMO inh,VIM-2 inh,IDE cell activ,pCIP destab,CRFBP-R2 block,IMP-1 inh,NS3 helicase inh
Brc1cccc(/C=N/Nc2nn[nH]n2)c1,-5,1,11,-2.3,4,-19,8,-3.1,2
Cc1ccc(CNC(=O)C(=O)NCC2CCCO2)cc1 (stereo unspecified),-2,7,-19,-3.6,5,-14,-45,-4.8,6
CCN(Cc1ccccc1)C(=O)COC(=O)[C@@H]1CCCN1C(=O)c1cccs1,-4,0,/,/,4,/,-8,/,/
O=c1c2c(-c3cccs3)csc2ncn1/N=C/c1ccccn1,-2,4,/,/,1,/,4,/,/
O=C(COC(=O)C1=COCCO1)Nc1cc(S(=O)(=O)N2CCCCC2)ccc1Cl,4,3,4,-4.6,1,9,6,-2.8,-9
O=C(Nc1ccc2ccccc2c1)N1CCN(c2ncccc2C(F)(F)F)CC1,3,1,14,-2.1,-4,-6,5,-2.8,13
COc1ccc(C(CNC(=O)C2COc3ccccc3O2)N2CCCC2)cc1 (stereo unspecified),-5,1,/,/,2,/,4,/,/
COC(=O)C1C2C=CC3(CN(CCc4ccccc4)C(=O)C13)O2 (stereo unspecified),2,5,-17,-2.5,-1,-13,2,-2.4,4
CC(C)COC(=O)NCC12C=CC(O1)C1C(=O)N(c3ccc(Cl)cc3)C(=O)C12 (stereo unspecified),6,-2,7,-1.4,-9,2,0,-2.1,-6
Cc1ccc(NS(=O)(=O)N2CCOCC2)cc1Cl,-4,-1,6,-0.3,8,7,-1,-2.0,3
CC(C)(C)C(=O)NC1CC2CCCC(C1)N2C(=O)Nc1cccc(Cl)c1 (stereo unspecified),-1,8,19,-3.0,1,-9,-3,-2.7,8
CSCCC(NC(N)=O)C(=O)N(C)CC(=O)Nc1cc(C)ccc1C (stereo unspecified),-4,4,2,-2.3,2,-6,15,-4.6,6
COC(=O)CCCC1=CC2=CC(=O)C(C)(OC(=O)c3cccs3)C(=O)C2=CN1CCCCO (stereo unspecified),-2,-2,1,/,8,-15,1,/,/
CCC(Sc1nc(-c2ccccc2)c(C#N)c(=O)[nH]1)C(=O)Nc1cc(C)on1 (stereo unspecified),-2,-2,9,-2.9,2,-15,14,-0.7,31
CC(C)c1nc2oc3ccccc3c(=O)c2c(=O)n1-c1ccccc1,/,1,-1,-1.5,3,-9,1,-1.1,7
Cn1c(NC(=O)C[n+]2cc(-c3ccc(F)cc3)n3c2CCC3)cc(=O)n(C)c1=O,-2,1,-1,-2.3,7,-10,-7,-4.9,7
CCOc1ccc2nc3c(cc2c1)CN(CCOC)C(=NC)S3,-1,-1,26,-3.4,3,6,3,-1.2,-8
Cc1cccc2cc(C(c3nnnn3C(C)(C)C)N3CCN(C(=O)c4ccco4)CC3)c(=O)[nH]c12 (stereo unspecified),-7,-1,4,-1.8,-9,4,-21,-2.8,2
Cc1ccc(C(=O)O)cc1-c1ccc(/C=C2\SC(=O)N(CC(=O)Nc3ccccc3)C2=O)o1,-4,0,85*,0.9,-2,4,-9,0.7,38*
CCCOc1ccc([N+](=O)[O-])cc1C1NC(=S)NC(c2ccccc2)=C1C(=O)OCC (stereo unspecified),-1,-2,-15,-1.7,-4,-17,7,-4.5,10
COc1nc(OCCNS(=O)(=O)c2ccc(C)cc2)nc(N(C)C)n1,-7,0,8,-3.4,5,1,-5,-2.1,3
CSc1nsc(SC)c1NC(=O)OCC1CCCO1 (stereo unspecified),-6,9,-5,-2.1,-5,-4,14,-3.2,14
CCOC(=O)Nc1ccc2c(c1)N(C(=O)N(C)C)c1ccccc1CC2,-1,-1,-10,-0.5,1,4,-6,-3.0,0
CCCNC(=O)OCc1cccnc1Sc1ccc(C)cc1,3,-7,38,-1.2,1,-6,37,-2.5,-2
COc1ccc(C(=O)CN(C(=O)c2ccc(Cl)cc2)N2C(=O)c3ccccc3C2=O)cc1,6,3,4,-1.5,0,-3,5,-2.1,2
O=c1c2cc(Cl)ccc2nc(-c2ccc(Cl)c(Cl)c2)n1O,-2,-2,36,-1.5,10,2,-51,-2.6,10
O=C(OCC(=O)N1CCOCC1)c1cc(-c2ccccc2)nc2ccccc12,-5,0,/,/,0,/,-17,/,/
CCCN(CC(=O)Nc1ccccc1OC)C(=O)CC1CCCC1,-3,-1,/,/,1,/,3,/,/
COCCCNC(=O)c1cccc(NC(=O)c2ccccc2)c1,-3,3,0,-1.2,2,4,-2,-1.1,4
O=C(N/N=C/c1ccoc1)c1cccc(OC(F)(F)C(F)F)c1,1,0,/,/,7,/,-22,/,/
O=C(COc1ccc(Cl)cc1)N/N=C/CCc1ccccc1,1,-1,7,-1.9,6,-13,6,-2.5,8
COc1cccc(-c2nc3ccccc3c(=O)o2)c1,-1,5,10,-4.7,0,-2,-3,-2.7,-2
Cc1cc(Cl)ccc1OCC(=O)NNC(=O)C1CCCO1 (stereo unspecified),-7,1,-6,-3.4,3,9,-12,-3.7,-3
NC(=O)CN1C(=O)NC2(CCCc3ccccc32)C1=O (stereo unspecified),-3,1,10,-3.5,5,-26,2,-2.2,6
O=C1C(c2c(O)[nH]c3ccccc23)=Nc2ccccc21,0,0,1,-1.4,3,10,10,-1.9,0
CC1CN(S(=O)(=O)c2ccc(C(=O)N3c4ccccc4CC3C)cc2)CC(C)O1 (stereo unspecified),-4,-1,/,/,2,/,14,/,/
Cc1cc(C)n2nc(SCC(=O)N(C)C3CCCCC3)nc2n1,-2,2,/,/,0,/,3,/,/
O=C(/C=C/c1ccco1)Nc1cccc(S(=O)(=O)N2CCOCC2)c1,-5,0,-2,-1.2,4,-2,1,-2.4,5
Nn1c(SCC(=O)Nc2ccc(OC(F)F)cc2)nnc1-c1ccco1,-3,-1,/,/,1,/,-4,/,/
CCOc1ccc(NC(=O)CCC(=O)NNC(=O)COc2ccc(C)cc2)cc1,-3,-2,5,-1.4,-7,-3,22,-1.3,19
COc1ccc(C2(C(=O)Nc3ccccc3)CCOCC2)cc1,-4,3,10,1.6,1,-6,8,-1.2,2
CC(C)N(C)C(=O)CCc1nnc(CCc2c[nH]c3ccccc23)o1,-5,-1,7,-1.7,5,-3,-9,3.0,-8
COc1ccc(C2CC(c3ccccc3)=NN2C(=O)CN2N=NC3C(=O)N(c4cccc(F)c4)C(=O)C32)cc1 (stereo unspecified),-1,4,17,-6.9,2,-3,-2,-3.5,22
COc1ccc(C(=O)N2CCN=C2SC)cc1OC,-4,6,10,0.4,6,8,22,-2.1,-1
CC1C2C(C)N(C)C(=O)N(C)C2N(C)C(=O)N1C (stereo unspecified),-3,5,17,-4.2,8,-9,-44,4.0,2

# Full records, looked up by structure. Values in the order: GalR3 antag	IDE cell inh	UBC9 SUMO inh	VIM-2 inh	IDE cell activ	pCIP destab	CRFBP-R2 block	IMP-1 inh	NS3 helicase inh
# COc1ccc(C(=O)N2CCN=C2SC)cc1OC is entered as -4	6	10	0.4	6	8	22	-2.1	-1
# COc1nc(OCCNS(=O)(=O)c2ccc(C)cc2)nc(N(C)C)n1 is entered as -7	0	8	-3.4	5	1	-5	-2.1	3

# Filtered by structure, those above with an aryl thioether with sulfur outside any ring.
SMILES,GalR3 antag,IDE cell inh,UBC9 SUMO inh,VIM-2 inh,IDE cell activ,pCIP destab,CRFBP-R2 block,IMP-1 inh,NS3 helicase inh
CCC(Sc1nc(-c2ccccc2)c(C#N)c(=O)[nH]1)C(=O)Nc1cc(C)on1 (stereo unspecified),-2,-2,9,-2.9,2,-15,14,-0.7,31
CSc1nsc(SC)c1NC(=O)OCC1CCCO1 (stereo unspecified),-6,9,-5,-2.1,-5,-4,14,-3.2,14
CCCNC(=O)OCc1cccnc1Sc1ccc(C)cc1,3,-7,38,-1.2,1,-6,37,-2.5,-2
Cc1cc(C)n2nc(SCC(=O)N(C)C3CCCCC3)nc2n1,-2,2,/,/,0,/,3,/,/
Nn1c(SCC(=O)Nc2ccc(OC(F)F)cc2)nnc1-c1ccco1,-3,-1,/,/,1,/,-4,/,/

# Next section
SMILES,GalR3 antag,IDE cell inh,UBC9 SUMO inh,VIM-2 inh,IDE cell activ,pCIP destab,CRFBP-R2 block,IMP-1 inh,NS3 helicase inh
Cc1cc(NC(=O)COC(=O)COc2ccc3c4c(c(=O)oc3c2)CCC4)no1,-3,7,5,4.2,1,0,2,-2.2,1
CC(C)(C)c1ccc(C(=S)N2CCN(c3ccccc3)CC2)cc1,8,1,-6,-1.8,3,-9,-1,-1.9,-10
NC(=O)C1CCN(CCS(=O)(=O)c2ccc(Cl)cc2)CC1,0,6,0,0.4,5,-1,-3,1.0,8
CC(C)(C)C1CCC(=O)N(CCSc2ccccc2)CC1 (stereo unspecified),-3,-3,18,0.6,1,-3,4,-0.2,-2
CCN1CC=C2C(C1)C(c1ccc(Cl)s1)C(C#N)=C(N)C2(C#N)C#N (stereo unspecified),-3,10,14,3.2,-1,-38,-20,2.1,10
CC12CCC(C(=O)Nc3ccccc3)(C/C1=N\O)C2(C)C (stereo unspecified),-4,2,4,-2.9,3,-8,-15,-0.9,-1
O=[N+]([O-])c1ccc(NC2CCCC2)cc1,4,5,8,2.2,1,1,20,-0.6,0
Cc1ccc(CN2CCN(Cc3nc(C(C)C)cs3)CC2CCO)cc1 (stereo unspecified),-7,5,10,0.2,7,-19,1,0.3,-4
O=C(O)c1cccc2c1C(=O)c1ccc(-c3ccc(F)cc3F)cc1S2(=O)=O,0,2,/,/,6,/,8,/,/
Oc1ccccc1N1CCN(c2ncnc3sc(-c4ccccc4)cc23)CC1,-3,8,-11,-3.8,0,0,-4,-3.7,-4
Cc1cccc(NC(=O)Nc2cccnc2)c1C,-1,/,-3,-1.8,6,-10,10,-3.2,3
Cc1c(NC(=O)COc2c(F)c(F)c(F)c(F)c2F)c(=O)n(-c2ccccc2)n1C,-3,-5,4,-0.6,1,2,-1,-5.5,7
Cc1ccnn1-c1ccc(C(=O)NCc2ccccc2CN2CCOCC2)cc1,-8,3,/,/,4,/,-6,/,/
CCN(CC)C(=O)COc1ccc(/C(C)=N/Nc2ncc(Cl)cc2Cl)cc1,-4,-3,14,-2.9,-9,4,-12,-2.0,-5
CSc1ccccc1OCc1cc(C(=O)NCCC2CCCCO2)no1 (stereo unspecified),-5,/,6,-3.3,2,-4,-8,-3.1,-8
CC(=O)c1c(N2CCN(C)CC2)nc(=S)n(-c2cc(C)ccc2C)c1C,-1,5,32,0.9,-2,-13,0,-1.3,2
O=c1[nH]c(CN(CCO)CCO)nc2c1C1(CCCCC1)Cc1ccccc1-2,-5,5,10,-6.7,1,-3,-34,-8.5,-3
CC(C)(C)CN1C(=O)C(=O)NC[C@@H]1CCCCN,-5,-1,/,/,-7,/,-1,/,/
COc1cccc2c(=O)c3ccccc3oc12,-8,3,18,6.0,1,-9,-1,-2.4,4
Cc1ccc(S(=O)(=O)CCC(=O)OCc2nnc(-c3ccccc3)o2)cc1,-4,3,/,/,3,/,5,/,/
CC1=NN(C(=O)Cn2nc([N+](=O)[O-])c(Br)c2C)C(O)(C(F)(F)F)C1 (stereo unspecified),4,3,9,-3.3,4,-2,8,-2.9,7
CCC(C)c1ccccc1NC(=O)CN(CC)CC(=O)Nc1ccc2c(c1)OCCO2 (stereo unspecified),-2,0,/,/,5,/,5,/,/
